# INS-1E ATP HTS – INS-1E beta cell protection from cytokine death. INS-1E cytokine-induced death, ATP luminescence, 48 h; normalised: neutral wells 0, positive control 100. protection from cytokine-induced ATP loss, % at 10 µM. actives 0.1% (n = 20,000). AID 488910;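 active = mean replicate protection from cytokine-induced ATP loss at least 50% and at least 75% of replicates each reaching 50%; inconclusive = meets only one of the two criteria, mean or replicate share; inactive = fails both the mean and replicate share criteria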
#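 Test system: INS-1E rat cells | Quantity: 8000 cells per well | Medium: Phenol-red-free RPMI with 5% fetal bovine serum | Reagent: Cytokine cocktail of IFN-γ, TNF-α and IL-1β | Doses: One compound concentration, pin transfer | Timing: 48 h co-treatment, 10 min post-lysis read | Technique: Luminescent ATP assay (CellTiter-Glo)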
# T cruzi intra – intracellular Trypanosoma cruzi inhibition | intracellular Trypanosoma cruzi in host cells, plate reader | activity score (inhibition), % at 5.01 µM | actives 4.9% (n = 22,000) | AID 651903; in the data active = activity score above about 55%; inconclusive = no clear call, values can overlap the other calls;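 also: parasites and compound incubated about four days before reading; 0% = median of neutral control wells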
# An asterisk follows results filed as active; ? = inconclusive; nt = not tested or not shown.
SMILES | INS-1E ATP HTS | T cruzi intra
Cc1noc(C)c1S(=O)(=O)Nc1ccc2c(c1)C(=O)N([C@@H](C)CO)C[C@H](C)[C@H](CN(C)C(=O)Nc1cccc3ccccc13)O2 | -2 | 0
Cc1ccc(S(=O)(=O)Nc2ccc3c(c2)C(=O)N([C@H](C)CO)C[C@H](C)[C@H](CN(C)Cc2ccc4c(c2)OCO4)OCCCC[C@@H](C)O3)cc1 | 1 | -13
Cc1noc(C)c1NC(=O)Nc1ccc2c(c1)C(=O)N([C@@H](C)CO)C[C@H](C)[C@@H](CN(C)S(=O)(=O)c1ccc(F)cc1)O2 | 4 | 6
C[C@H]1CN([C@@H](C)CO)C(=O)c2cc(NC(=O)CCCCCC(=O)Nc3ccccc3N)ccc2O[C@H]1CN(C)C(=O)Nc1ccc(F)cc1 | -1 | -17
C[C@H]1CN([C@@H](C)CO)C(=O)c2cc(NS(=O)(=O)c3ccc(F)cc3)ccc2O[C@@H]1CN(C)Cc1ccc(C(=O)O)cc1 | 9 | -15
COc1ccc(S(=O)(=O)Nc2ccc3c(c2)CC(=O)N([C@H](C)CO)C[C@H](C)[C@H](CN(C)C)O3)cc1 | 6 | -13
C[C@H]1CN([C@@H](C)CO)C(=O)c2cccc(NC(=O)Nc3ccc(F)cc3)c2O[C@H]1CN(C)S(=O)(=O)c1ccc(Cl)cc1 | 2 | -13
C[C@@H]1CN([C@@H](C)CO)C(=O)c2cc(N(C)C)ccc2O[C@@H]1CN(C)C(=O)NC1CCCCC1 | 8 | 12
COc1ccc(CN(C)C[C@H]2Oc3c(NS(=O)(=O)c4ccc(OC)cc4)cccc3C(=O)N([C@H](C)CO)C[C@@H]2C)cc1 | 3 | 3
C[C@@H]1CCCCO[C@@H](CN(C)CC2CCCCC2)[C@@H](C)CN([C@H](C)CO)C(=O)c2cc(NS(=O)(=O)c3cccs3)ccc2O1 | -4 | -1
C[C@H]1CN([C@@H](C)CO)C(=O)CCCn2nncc2CO[C@H]1CN(C)CC1CCCC1 | nt | 4
C[C@H](CO)N1C[C@H](C)[C@H](CN(C)C(=O)Nc2cccc3ccccc23)Oc2ncc(C#Cc3cccc(F)c3)cc2C1=O | nt | 66*
CCOc1cccc(/C=N/NC(=O)CCCCC(=O)NO)c1OCC | 81* | -7
C[C@@H]1CN([C@H](C)CO)C(=O)c2cc(NC(=O)C3CCCCC3)ccc2O[C@@H]1CN(C)Cc1ccc(C(=O)Nc2ccccc2N)cc1 | -1 | 5
COc1ccc(NC(=O)N(C)C[C@@H]2Oc3c(NS(=O)(=O)c4cccs4)cccc3C(=O)N([C@@H](C)CO)C[C@@H]2C)cc1 | 1 | -13
COc1ccc(S(=O)(=O)N(C)C[C@@H]2Oc3ccc(NC(=O)Nc4ccc(C(F)(F)F)cc4)cc3C(=O)N([C@H](C)CO)C[C@H]2C)cc1 | -32 | 35
C[C@@H]1CN([C@@H](C)CO)C(=O)c2cc(NC(=O)Nc3cccc4ccccc34)ccc2O[C@@H]1CN(C)Cc1ccncc1 | 0 | -7
COc1ccc(CN(C)C[C@@H]2Oc3c(NC(=O)c4ccc(-c5nccs5)cc4)cccc3C(=O)N([C@H](C)CO)C[C@@H]2C)cc1 | -5 | -7
C[C@@H]1CN([C@@H](C)CO)C(=O)CCCn2cc(nn2)CO[C@@H]1CN(C)C(=O)Cc1ccccc1 | nt | -8
C[C@H]1CN([C@@H](C)CO)C(=O)Cc2cc(NC(=O)Cc3cn(C)c4ccccc34)ccc2O[C@@H]1CN(C)Cc1ccc(C(F)(F)F)cc1 | -4 | 66*
C[C@H]1CN([C@@H](C)CO)C(=O)CCCn2nncc2CO[C@@H]1CN(C)Cc1ccc(C(F)(F)F)cc1 | nt | 52
C[C@H]1CN([C@@H](C)CO)C(=O)Cc2cc(NS(=O)(=O)c3cn(C)cn3)ccc2O[C@H]1CN(C)S(=O)(=O)c1ccc(F)cc1 | 7 | -4
C[C@H](CO)N1C[C@H](C)[C@H](CN(C)C(=O)Nc2ccccc2)Oc2c(NS(=O)(=O)c3ccc(Cl)cc3)cccc2C1=O | -3 | 20
C[C@H]1CN([C@@H](C)CO)C(=O)c2cccc(NC(=O)C3CCCCC3)c2O[C@H]1CN(C)C | 4 | -8
C[C@H]1CN([C@@H](C)CO)C(=O)c2cccc(NC(=O)Nc3ccc4c(c3)OCO4)c2O[C@H]1CN(C)Cc1ccncc1 | 6 | -19
C[C@H]1CN([C@@H](C)CO)C(=O)c2cc(NC(=O)Cn3cnnn3)ccc2O[C@H]1CN(C)S(=O)(=O)c1cn(C)cn1 | nt | -7
CNC[C@H]1Oc2ccc(NC(=O)Nc3ccc(F)cc3)cc2CC(=O)N([C@@H](C)CO)C[C@@H]1C | 5 | -22
C[C@H]1CN([C@@H](C)CO)C(=O)Cc2cc(NC(=O)CCC(F)(F)F)ccc2O[C@@H]1CN(C)S(=O)(=O)c1ccccc1 | 2 | -17
C[C@H](CO)N1C[C@H](C)[C@@H](CN(C)CC2CCCCC2)Oc2ccc(NC(=O)Cc3cn(C)c4ccccc34)cc2C1=O | 6 | 0
CNC[C@@H]1Oc2ccc(NS(=O)(=O)c3c(C)noc3C)cc2C(=O)N([C@@H](C)CO)C[C@H]1C | 6 | -4

# Continued; it opens with the 2 that closed the last part.
SMILES | INS-1E ATP HTS | T cruzi intra
C[C@H](CO)N1C[C@H](C)[C@@H](CN(C)CC2CCCCC2)Oc2ccc(NC(=O)Cc3cn(C)c4ccccc34)cc2C1=O | 6 | 0
CNC[C@@H]1Oc2ccc(NS(=O)(=O)c3c(C)noc3C)cc2C(=O)N([C@@H](C)CO)C[C@H]1C | 6 | -4
C[C@@H]1CCCCO[C@H](CN(C)Cc2ccc(Cl)c(Cl)c2)[C@@H](C)CN([C@H](C)CO)C(=O)c2cc(NC(=O)c3ccncc3)ccc2O1 | -14 | -19
O=C(CCCCCCC(=O)Nc1ccccc1O)N/N=C/c1ccc2c(c1)CCO2 | 3 | -7
C[C@@H]1CN([C@@H](C)CO)C(=O)c2cc(NS(=O)(=O)c3ccc(F)cc3)ccc2O[C@@H]1CN(C)Cc1ccc(C(F)(F)F)cc1 | -31 | ?
C[C@H](CO)N1C[C@H](C)[C@@H](CN(C)S(=O)(=O)c2ccc(Cl)cc2)Oc2c(NC(=O)C3CCCCC3)cccc2C1=O | 5 | ?
C[C@H](CO)N1C[C@H](C)[C@H](CN(C)Cc2ccccc2)Oc2ccc(NS(C)(=O)=O)cc2CC1=O | 5 | -12
C[C@H](CO)N1C[C@H](C)[C@H](CN(C)S(=O)(=O)c2ccccc2F)OCc2cn(nn2)CCCC1=O | nt | -16
C[C@H]1CN([C@@H](C)CO)C(=O)c2cc(NS(=O)(=O)c3ccc(F)cc3)ccc2O[C@@H]1CN(C)C(=O)NC1CCCCC1 | nt | -26
C[C@H]1CN([C@@H](C)CO)C(=O)c2cccc(NC(=O)C3CCCCC3)c2O[C@@H]1CN(C)S(=O)(=O)c1cn(C)cn1 | 3 | -12
COc1ccc(CN(C)C[C@H]2Oc3ccc(NC(=O)Nc4ccc(OC)cc4)cc3C(=O)N([C@H](C)CO)C[C@H]2C)cc1 | 5 | -20
C[C@H](CO)N1C[C@H](C)[C@@H](CN(C)Cc2ccc(C(=O)Nc3ccccc3N)cc2)Oc2ccc(NC(=O)Nc3ccc(F)cc3)cc2C1=O | -8 | 26
C[C@H]1CN([C@@H](C)CO)C(=O)Cc2cc(NS(=O)(=O)c3ccccc3)ccc2O[C@@H]1CN(C)C(=O)NC1CCCCC1 | -3 | -7
Cc1noc(C)c1NC(=O)N(C)C[C@@H]1Oc2ccc(NS(=O)(=O)c3ccccc3)cc2C(=O)N([C@@H](C)CO)C[C@H]1C | 2 | -16
C[C@H](CO)N1C[C@H](C)[C@H](CN(C)C(=O)CCC(F)(F)F)OCc2cn(nn2)CCCC1=O | nt | -29
C[C@H](CO)N1C[C@H](C)[C@H](CN(C)Cc2ccc(C(=O)O)cc2)OCc2cn(nn2)CCCC1=O | nt | -19
CCCN(C)C[C@@H]1Oc2ncc(-c3ccc(OC)cc3)cc2C(=O)N([C@H](C)CO)C[C@@H]1C | nt | -1
C[C@H](CO)N1C[C@H](C)[C@@H](CN(C)Cc2ccc3c(c2)OCO3)Oc2ccc(NS(=O)(=O)c3ccccc3)cc2C1=O | -7 | 20
C[C@@H]1CN([C@H](C)CO)C(=O)Cc2cc(NC(=O)CCN3CCOCC3)ccc2O[C@H]1CN(C)C | 6 | -13
C[C@@H]1CN([C@H](C)CO)C(=O)c2cccc(NC(=O)Nc3ccccc3)c2O[C@H]1CN(C)CC1CCCCC1 | -25 | 16
C[C@H]1CN([C@@H](C)CO)C(=O)c2cc(NC(=O)Nc3ccc(C(F)(F)F)cc3)ccc2O[C@H]1CN(C)C(=O)NC1CCCCC1 | -13 | 15
C[C@@H]1CN([C@H](C)CO)C(=O)c2cccc(NC(=O)c3nc4ccccc4s3)c2O[C@@H]1CN(C)S(C)(=O)=O | 5 | 8
COc1ccc(CN(C)C[C@H]2Oc3ccc(NC(=O)c4ccncc4)cc3C(=O)N([C@H](C)CO)C[C@@H]2C)cc1 | 8 | -3
CC(C)NC(=O)Nc1ccc2c(c1)C(=O)N([C@H](C)CO)C[C@H](C)[C@@H](CN(C)C(=O)Nc1ccccc1)OCCCC[C@@H](C)O2 | 2 | -3
O=C(CCCCC(=O)N/N=C/c1cccc(O)c1)NO | -1 | -22
C[C@H]1CN([C@@H](C)CO)C(=O)Cc2cc(N(C)C)ccc2O[C@@H]1CN(C)S(=O)(=O)c1cn(C)cn1 | 12 | -16
CNC[C@H]1Oc2ccc(NC(=O)Nc3ccc(OC)cc3)cc2C(=O)N([C@@H](C)CO)C[C@@H]1C | 10 | -11
O=C(O)c1cccc(/C=N/NC(=O)c2ccccc2O)c1 | -45 | -8
Cc1ccc(S(=O)(=O)N(C)C[C@H]2Oc3ccc(N(C)C)cc3C(=O)N([C@H](C)CO)C[C@H]2C)cc1 | 8 | 7
Cc1noc(C)c1NC(=O)Nc1ccc2c(c1)CC(=O)N([C@@H](C)CO)C[C@H](C)[C@@H](CN(C)S(=O)(=O)c1ccc(Cl)cc1)O2 | 2 | 2
Cc1noc(C)c1NC(=O)Nc1ccc2c(c1)C(=O)N([C@@H](C)CO)C[C@H](C)[C@H](CN(C)C(=O)Nc1ccc3c(c1)OCO3)O2 | 5 | -19
CNC[C@@H]1Oc2ccc(NC(=O)CCCN(C)C)cc2C(=O)N([C@@H](C)CO)C[C@H]1C | 4 | -49

# Two successive records out of the list so far, quoted:
SMILES | INS-1E ATP HTS | T cruzi intra
Cc1ccc(S(=O)(=O)N(C)C[C@H]2Oc3ccc(N(C)C)cc3C(=O)N([C@H](C)CO)C[C@H]2C)cc1 | 8 | 7
Cc1noc(C)c1NC(=O)Nc1ccc2c(c1)CC(=O)N([C@@H](C)CO)C[C@H](C)[C@@H](CN(C)S(=O)(=O)c1ccc(Cl)cc1)O2 | 2 | 2

# New compounds follow.
SMILES | INS-1E ATP HTS | T cruzi intra
C[C@H](CO)N1C[C@H](C)[C@H](CN(C)Cc2ccccc2)Oc2ccc(NC(=O)CCCN(C)C)cc2C1=O | 4 | -5
C[C@@H]1CN([C@H](C)CO)C(=O)Cc2cc(NC(=O)C3CC3)ccc2O[C@H]1CN(C)CC1CC1 | 7 | 3
COc1ccc(S(=O)(=O)N(C)C[C@@H]2OCc3cnnn3CCCC(=O)N([C@H](C)CO)C[C@@H]2C)cc1 | nt | -15
Cc1noc(C)c1S(=O)(=O)N(C)C[C@@H]1Oc2ccc(NS(=O)(=O)c3ccc(F)cc3)cc2C(=O)N([C@H](C)CO)C[C@@H]1C | -2 | 0
C[C@H]1CN([C@@H](C)CO)C(=O)c2cccc(N(C)C)c2O[C@H]1CN(C)Cc1ccc(C(=O)Nc2ccccc2N)cc1 | 2 | 59*
Cc1ccc(S(=O)(=O)Nc2ccc3c(c2)C(=O)N([C@H](C)CO)C[C@H](C)[C@H](CN(C)Cc2ccncc2)O3)cc1 | -2 | -1
Cc1noc(C)c1NC(=O)Nc1ccc2c(c1)CC(=O)N([C@H](C)CO)C[C@@H](C)[C@H](CN(C)C(=O)Nc1c(C)noc1C)O2 | 8 | -19
C[C@@H]1CCCCO[C@@H](CN(C)C(=O)NC2CCCCC2)[C@@H](C)CN([C@H](C)CO)C(=O)c2cc(NC(=O)c3ccncc3)ccc2O1 | 3 | -24
COc1ccc(NC(=O)Nc2cccc3c2O[C@@H](CN(C)Cc2ccc4c(c2)OCO4)[C@H](C)CN([C@H](C)CO)C3=O)cc1 | -3 | 6
C[C@@H]1CN([C@@H](C)CO)C(=O)c2cc(NC(=O)Nc3cccc4ccccc34)ccc2O[C@H]1CN(C)S(=O)(=O)c1ccc(Cl)cc1 | -14 | 50
C[C@@H]1CN([C@H](C)CO)C(=O)Cc2cc(NC(=O)Nc3ccccc3)ccc2O[C@H]1CN(C)C | 3 | -29
COC(=O)CCCCCCC(=O)N/N=C/CC1=C(C)CCCC1(C)C | 9 | -3

# Complete entries, quoted from the list:
# COC(=O)CCCCCCC(=O)N/N=C/CC1=C(C)CCCC1(C)C is listed as INS-1E ATP HTS: 9; T cruzi intra: -3
# Cc1noc(C)c1NC(=O)Nc1ccc2c(c1)CC(=O)N([C@H](C)CO)C[C@@H](C)[C@H](CN(C)C(=O)Nc1c(C)noc1C)O2 is listed as INS-1E ATP HTS: 8; T cruzi intra: -19
# C[C@H](CO)N1C[C@H](C)[C@H](CN(C)Cc2ccccc2)Oc2ccc(NC(=O)CCCN(C)C)cc2C1=O is listed as INS-1E ATP HTS: 4; T cruzi intra: -5

# Hits appear at their usual frequency. Share with any hit: about 5.1%.
